Compound activity as filed in PubChem BioAssay.
KCNQ2 inh: KCNQ2 channel blockers in CHO-K1 cells – cell-based, FluxOR thallium flux, B-score, primary screen (AID 2156); O88943; 20 min; active compounds read low; B-score at 10 µM; 310,000 compounds, 1.1% hits;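 active = fluorescence ratio B-score at most minus 3 library SDs, with starting brightness B-score within 2 library SDs, cut at about -5.5 in these data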
CHT inh: inhibitors of human choline transporter CHT; Q9GZV3; CHT-expressing cells, membrane potential dye, choline response; active compounds read low; B-score at 10 µM; 310,000 compounds, 0.86% hits; AID 488975;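 active = B-score over 3 SD under the library average, and starting fluorescence ratio not unusually high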;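 also: choline stimulus applied at its EC90 after an EC20 pre-addition; B-score computed on integrated fluorescence ratio after choline addition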
Target sequence (Q9GZV3 whole entry, looked up): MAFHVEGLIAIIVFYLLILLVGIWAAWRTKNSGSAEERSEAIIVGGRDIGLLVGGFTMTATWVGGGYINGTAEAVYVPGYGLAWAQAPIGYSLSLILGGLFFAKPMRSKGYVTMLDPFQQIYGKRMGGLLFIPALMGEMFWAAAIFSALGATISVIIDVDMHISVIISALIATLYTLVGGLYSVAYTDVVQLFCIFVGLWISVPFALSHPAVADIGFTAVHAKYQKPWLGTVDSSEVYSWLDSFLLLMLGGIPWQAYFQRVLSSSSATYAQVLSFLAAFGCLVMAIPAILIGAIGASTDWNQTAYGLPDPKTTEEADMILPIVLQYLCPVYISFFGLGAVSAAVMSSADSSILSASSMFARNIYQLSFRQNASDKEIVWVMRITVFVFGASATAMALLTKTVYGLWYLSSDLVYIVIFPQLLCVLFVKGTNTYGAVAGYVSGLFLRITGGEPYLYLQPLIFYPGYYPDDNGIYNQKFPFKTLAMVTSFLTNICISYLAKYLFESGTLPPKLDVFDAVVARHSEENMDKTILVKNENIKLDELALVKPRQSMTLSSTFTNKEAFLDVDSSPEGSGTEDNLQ
Kir21 inh: inhibitors of mouse Kir2.1 inward-rectifier potassium channel. P35561. HEK293-Kir2.1, FluxOR thallium flux fluorescence; active compounds read low. B-score at 10 µM. 310,000 compounds, 0.85% hits. AID 1672;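 active = fluorescence ratio B-score at or below minus 3 SD of library scores, with starting-brightness B-score within 2 SD, cut at about -4.2 in these data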;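 also: channel flux triggered by added potassium and thallium sulfate stimulus; B-score of peak minus minimum fluorescence over baseline after thallium stimulus; more negative B-score means stronger Kir2.1 block with less thallium influx; some compounds called inactive have numbers as strong as hits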
Target sequence (P35561 whole entry, looked up): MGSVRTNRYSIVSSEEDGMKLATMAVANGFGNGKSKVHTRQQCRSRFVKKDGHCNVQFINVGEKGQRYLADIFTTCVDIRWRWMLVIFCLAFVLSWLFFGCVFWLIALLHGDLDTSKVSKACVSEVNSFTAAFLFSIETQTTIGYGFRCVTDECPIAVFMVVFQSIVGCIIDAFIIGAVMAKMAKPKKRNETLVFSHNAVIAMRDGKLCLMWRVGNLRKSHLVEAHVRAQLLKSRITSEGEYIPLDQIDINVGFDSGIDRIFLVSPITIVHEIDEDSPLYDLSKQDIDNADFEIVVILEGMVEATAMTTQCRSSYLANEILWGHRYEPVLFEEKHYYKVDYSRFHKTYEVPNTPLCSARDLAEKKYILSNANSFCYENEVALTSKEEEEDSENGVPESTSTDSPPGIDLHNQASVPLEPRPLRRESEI
* hit, by the source's call; i = inactive; . = not tested or not shown. The order is random; 2.6% or so of the library scored in one or more.

SMILES	KCNQ2 inh	CHT inh	Kir21 inh
O=C(NCc1ccco1)c1cc2nc(-c3ccc4c(c3)OCO4)cc(C(F)(F)F)n2n1	-8.2*	i	-1.8
C=C(Br)Cn1c(CC)nc2ccccc21	i	i	0.1
O=C(CCC1CCCCC1)N1CCN(Cc2ccc3c(c2)OCO3)CC1	i	i	0.35
CSc1cccc(NC(=O)c2ccco2)c1	i	i	1.1
CCc1nc(C)cn1S(=O)(=O)c1ccc([N+](=O)[O-])cc1	i	i	-0.93
CCn1c(=S)[nH]c2ccccc21	i	i	0.19
CSc1nc(-c2ccc(Cl)cc2)nn1S(=O)(=O)c1ccccc1	i	i	0.05
Cc1ccc(N2C(=O)c3ccc(C(=O)N4CCN(c5ccccc5F)CC4)cc3C2=O)cc1	i	i	-0.62
COc1ccc2nc(NC(=O)CSc3nnc4n3C(C)(C)Cc3ccccc3-4)sc2c1	i	i	-0.03
CC(Oc1ccc2c(c1)oc(=O)c1ccccc12)C(=O)NCCN1CCOCC1 (stereo not given)	i	i	1.1
CCC1(C)Cc2ccccc2-c2nc(NCCO)n(-c3ccccc3)c(=O)c21 (stereo not given)	i	i	1.5
Cc1sc2nc(-c3cccnc3)nc(Cl)c2c1-c1ccccc1	i	i	0.49
CCCN(CCC)C(=O)c1cc2c(=O)[nH]c3ccc(C)cc3c2s1	i	i	-0.03
Cc1csc2ncnc(NC3CCN(Cc4ccccc4)CC3)c12	i	i	-0.84
COc1cccc(OC)c1C1=NC(C)(C)CO1	i	i	0.93
O=C(Nc1cccnc1)c1cc([N+](=O)[O-])ccc1Cl	i	i	-0.32
CCCc1c(C(=O)N/N=C(\C)c2ccc(O)cc2)nnn1-c1nonc1N	i	i	0.8
O=C(Nc1ccc2ncccc2c1)c1ccccc1Cl	i	i	-1.3
Brc1ccc2[nH]c3c(N4CCc5ccccc5C4)ncnc3c2c1	i	i	-0.1
COc1ccc(CN2CCc3c([nH]c4ccccc34)C2)cc1Br	i	i	-4.3*
COC(=O)c1ccc(NC(=O)Nc2ccc(OC)cc2)cc1	i	i	0
Cc1cc(C(=O)N/N=C/c2ccc[nH]2)no1	i	i	0.97
CCN1C(=O)CC(Sc2ccccc2C(=O)O)C1=O (stereo not given)	i	i	-0.49
N[C@@H](Cc1ccc(O)cc1)c1nnc([C@H](CO)NC(=O)C2CCNCC2)o1	i	i	0
O=C(NC(=S)NCc1ccccc1)c1cccc(Cl)c1	i	i	1.6

More compounds.
SMILES	KCNQ2 inh	CHT inh	Kir21 inh
Cc1nc(C#N)c(NCc2ccc3c(c2)OCO3)o1	i	i	1.8
O=C(NCCOc1ccccc1F)C1CCC(=O)N(CC2CCCCC2)C1 (stereo not given)	i	.	-1.3
COc1ccccc1NC(=O)CCCC(=O)OCC(=O)c1ccc(F)cc1	i	i	1.2
Cc1cc(C)c(NC(=O)C(=O)NCc2ccco2)c(C)c1	i	i	0.82
COC(=O)COc1ccc2cccc(-n3cnnn3)c2c1	i	i	0.12
O=[N+]([O-])c1ccc(CNc2ccc(Cl)cc2)s1	i	i	0.89
CCc1ccccc1NS(=O)(=O)c1ccc(OC)c2ncccc12	i	i	-2.9
Cc1nnc(NC(=O)CN2CCN(Cc3ccc(F)cc3Cl)CC2)s1	i	i	0.35
CCOc1ccc(CCNC(=O)CSc2cc(=O)n(CC)c3ccccc23)cc1OCC	i	i	0.23
CCCCNC(=S)N/N=C/c1sccc1C	i	i	-0.05
CCN(CC)CCCN(Cc1cc2cc(OC)ccc2[nH]c1=O)C(=O)Nc1ccc(F)cc1	i	i	-2.6
O=C(CN(CCc1ccccc1)C(=O)CN1C(=O)COc2ccccc21)NCc1ccco1	i	i	0.16
N#CC1(c2ccccc2)CCC(=O)N1Cc1ccccc1 (stereo not given)	i	i	0.02
Cc1ccc2cccc(OCc3cccc([N+](=O)[O-])c3)c2n1	i	i	-0.28
COc1ccc2ccccc2c1/C=N/N1C(=O)CSC1=S	i	i	0.05
Clc1ccc(OCc2nn3c(-c4ccco4)nnc3s2)c(Cl)c1	i	i	0.24
O=C(COC(=O)[C@@H]1CCCN1S(=O)(=O)c1ccc(Cl)cc1)NC1CC1	i	i	0.69
O=C(CCC(=O)Nc1ccc(Br)cc1)N/N=C/c1ccc(F)cc1	i	i	0.16
Cc1ccc(C2=NS(=O)(=O)N(C)C(C(=O)NCc3cccs3)=C2)cc1	i	i	-1.4
COc1cccc(NC(=S)N(Cc2ccco2)C(C)c2ccco2)c1 (stereo not given)	i	i	-2
Cc1cccc(C(=O)Nc2ccccc2C(=O)Nc2ccc(C(=O)O)cc2)c1	i	i	1.4
COc1ccc(C2Nc3ccccc3C(=O)N2c2ccccc2)cc1CSc1ccccn1 (stereo not given)	i	i	0.43
CC1=CC(=O)c2ccccc2C1=O	i	i	-1
CCC(C)NC(=O)Cn1cnc2sc(C)c(S(=O)(=O)N3CCN(c4ncccn4)CC3)c2c1=O (stereo not given)	i	i	-0.02
CCOC(=O)c1sc2nc(CC(=O)OC)nc(NCCN(CC)CC)c2c1C	i	i	0.76

Given field by field: entries from further up.
Cc1sc2nc(-c3cccnc3)nc(Cl)c2c1-c1ccccc1
- KCNQ2 inh: i
- CHT inh: i
- Kir21 inh: 0.49

CCCN(CCC)C(=O)c1cc2c(=O)[nH]c3ccc(C)cc3c2s1
- KCNQ2 inh: i
- CHT inh: i
- Kir21 inh: -0.03

Cc1csc2ncnc(NC3CCN(Cc4ccccc4)CC3)c12
- KCNQ2 inh: i
- CHT inh: i
- Kir21 inh: -0.84

COc1cccc(OC)c1C1=NC(C)(C)CO1
- KCNQ2 inh: i
- CHT inh: i
- Kir21 inh: 0.93

Next part.
SMILES	KCNQ2 inh	CHT inh	Kir21 inh
Cc1cc(C)n(-c2nc(-c3cccc(Cl)c3)cs2)n1	i	i	0.75
O=C(c1ccc(NC2=NC3CS(=O)(=O)CC3S2)cc1)N1CCN(c2ccccc2)CC1 (stereo not given)	i	i	-2.8
CC(C)(C)/C=N/NC(=O)C1CC1	i	i	-0.26
CCCc1ccc2oc(C(=O)N3CCN(CCC(N)=O)CC3)c(C)c2c1	i	i	2.1
COc1ccc(-c2nc(=S)c3ccc4ccccc4c3[nH]2)cc1	i	.	0.01
CCCCCCCCNC(=O)/C(C#N)=C/c1ccc(SC)cc1	i	i	-0.01
Cc1ccc(/C=N/NC(=O)c2cccnc2)s1	i	i	-0.66
Cn1cc(C(=O)c2ccc(F)cc2)cc1-c1nc2ccccc2n1C	i	i	-1.8
O=C(c1cccc(Cl)c1)C1CCCN(C(=O)c2ccc3c(c2)OCO3)C1 (stereo not given)	i	i	-4.8*
CC(C)OC(=O)c1ccc(N2CCN(c3ccccc3F)CC2)nc1	i	i	0.61
O=C(N/N=C/c1ccc(O)cc1O)C(=O)N/N=C/c1ccc(O)cc1O	i	i	-0.91
CC(C)Oc1cccc(C(=O)N/N=C/c2coc3ccccc3c2=O)c1	i	i	-2.3
Nc1nonc1C(=O)NCCNCc1ccccc1	i	i	1.3
CCC(C)N(C(=O)COC(=O)c1ccc(=O)n(Cc2ccccc2)n1)C1CCS(=O)(=O)C1 (stereo not given)	i	i	1.2
CCOc1ccc(S(=O)(=O)NCC2CCCO2)cc1NC(=O)c1ccccc1F (stereo not given)	i	i	0.02
O=C(CSc1nc2scc(-c3ccccc3)c2c(=O)[nH]1)NC1CCCCC1	i	i	0.61
COc1ccc(/C(C)=N/NC(=O)Cn2nc([N+](=O)[O-])cc2C)cc1	i	i	0.54
COc1ccc(NC(=O)N(CCN2CCCC2)Cc2cc3cc(OC)c(OC)cc3[nH]c2=O)cc1	i	i	2
CSc1nc(-c2ccccc2F)c(C#N)c(=O)n1C	i	i	0.43
O=S(=O)(CCN1CCN(C(c2ccccc2)c2ccccc2)CC1)C(F)(F)F	i	i	0.37
Cc1c(CCO)c(=O)n(C)n1C(=O)c1ccc(Cl)cc1	i	i	-1.2
Cc1ccc(N2C(=O)c3n[nH]c(C)c3C2c2ccco2)cc1 (stereo not given)	i	i	0.67
c1cc(-n2cnnn2)ccc1NC1=NCCC1	i	i	-1.6
O=c1[nH]c2cc(Br)cnc2nc1/C=C(\O)c1ccc(F)cc1	i	i	0
O=C(/C=C/c1cccc([N+](=O)[O-])c1)N1CCOCC1	i	i	0.4

Whole records from above:
`CCn1c(=S)[nH]c2ccccc21` in the list: KCNQ2 inh: i; CHT inh: i; Kir21 inh: 0.19
`COc1ccc(C2Nc3ccccc3C(=O)N2c2ccccc2)cc1CSc1ccccn1` (stereo not given) in the list: KCNQ2 inh: i; CHT inh: i; Kir21 inh: 0.43

Next compounds follow:
SMILES	KCNQ2 inh	CHT inh	Kir21 inh
O=C(CC1C(=O)NCCN1Cc1cccc(C(F)(F)F)c1)NCCCOc1cccnc1 (stereo not given)	i	i	-0.79
CCNCC(O)COCC(O)CNCC (stereo not given)	i	i	0.74
COc1cc(C(=O)N(Cc2ccc(C)o2)C2CCS(=O)(=O)C2)cc(OC)c1OC (stereo not given)	i	i	-0.7
CCCCCCn1c(NCC)nc2c1c(=O)n(C)c(=O)n2C	i	i	-0.49
O=C(NCC(=O)N(Cc1ccco1)C(C(=O)NC1CCCC1)c1cccnc1)c1ccco1 (stereo not given)	i	i	1.1
CCCN(CC1CC1)C(=S)Nc1ccc(Oc2ccccc2)cc1	i	i	-1.9
COc1cc(OC)c(NC(=O)C2CCN(S(=O)(=O)c3ccc4c(c3)CC(C)N4C(C)=O)CC2)cc1Cl (stereo not given)	i	i	-0.26
Cc1cc2nnc(SCC(=O)NCC(c3ccccc3)N(C)C)n2c2ccccc12 (stereo not given)	i	i	-0.06
Cc1cnc(NC(=O)Cc2ccccc2F)s1	i	i	1.2
COc1ccc(CNC(=O)/C=C/c2ccc(OCCCF)cc2)cc1OC	i	i	-0.7
O=C(Cn1c2ccc(F)cc2c2nc3n(c(=O)c21)CCS3)NC1CCCC1	i	i	-1.3
Cc1cc(C)nc(N(C#N)Cc2ccccc2Cl)n1	i	i	0.94
CCOC(=O)c1sc(=S)n(-c2ccccc2)c1SC	i	i	0.05
CC(=O)Nc1ccc(S(=O)(=O)N2CCC(C(=O)O)CC2)cc1	i	i	0.73
Cc1ccc(OCCn2ccnc2)c([N+](=O)[O-])c1	i	i	0
CCn1cc(Br)c(C(=O)NN)n1	i	i	-0.91
Cc1nc(-c2ccc([N+](=O)[O-])cc2)c(-c2ccccc2)o1	i	i	-0.61
O/N=C1\CCC\C1=C/c1ccco1	i	i	-1.1
COc1ccc(S(=O)(=O)Nc2ccc(NC(C)=O)cc2)cc1	i	i	-0.84
CCOc1ccccc1OCC(=O)Nc1cccc(S(=O)(=O)N2CCCCCC2)c1	i	i	0.25
O=C(c1ccco1)N1CCN(C(c2cccs2)c2sc3ncnn3c2O)CC1 (stereo not given)	i	i	-0.02
O=C(Cc1ccc(Cl)cc1Cl)OCC(=O)N1CCN(C(=O)c2ccco2)CC1	i	i	1.3
O=c1cc(-c2c(F)c(F)c(F)c(F)c2F)oc2c(F)c(F)c(F)c(F)c12	i	i	-1.5
COCCN(C(=O)c1csnn1)C(C(=O)NC(C)(C)C)c1cccc(OC)c1 (stereo not given)	i	i	-0.77
COc1ccc(C(=O)N2CCCC(N3CCN(c4ccccc4OC)CC3)C2)c(OC)n1 (stereo not given)	i	i	0.24

(further entries)
SMILES	KCNQ2 inh	CHT inh	Kir21 inh
Cc1ccc(OCc2cc(C(=O)N(C)Cc3cc(C4CC4)n[nH]3)no2)cc1C	i	i	-1.7
CCN(CC(=O)NC(C)C)C(=O)Cc1ccc(C)c(C)c1	i	i	-0.13
CCOC(=O)C1CCN(S(=O)(=O)c2cc(Br)cc3c2N(C(C)=O)C(C)C3)CC1 (stereo not given)	i	i	0.06
Cn1c(O)c(N=NC(=O)c2ccco2)c2ccccc21	i	i	1.8
Nc1nc(N2CCCCC2)c(C=O)c(N2CCCCC2)n1	i	i	-0.14
Cc1c([N+](=O)[O-])cc(C(=O)NCc2ccc(F)cc2)cc1[N+](=O)[O-]	i	i	0.02
CC(C)c1ccccc1-n1c(SCc2cc(=O)oc3ccc4ccccc4c23)nnc1-c1cccnc1	i	i	-1.7
COc1cc(NC(=O)c2ccccc2F)c(OC)cc1NC(=O)CN1CCOCC1	i	i	-1.3
Cc1cc(C)n2nc(SCC(=O)c3cc(C)n(-c4cc(C)on4)c3C)nc2n1	i	i	0.21
COc1ccc(-n2nc(C(=O)NCC(=O)NCC3CCCO3)c3ccccc3c2=O)c(OC)c1 (stereo not given)	i	i	0.07
C=C(C)C1CC=C(C)/C(=N/NC(=O)c2ccoc2C)C1 (stereo not given)	i	i	0.87
CSc1ccc(NC(=O)NCCN2CCc3ccccc3C2)cc1	i	i	-2.9
O=C1c2ccccc2C(=O)c2c1cccc2N1CCN(Cc2ccccc2)CC1	i	i	0.31
COc1ccc(-c2nnc(SCc3ccc(C(=O)O)cc3)o2)cc1OC	i	i	-0.14
Cc1ccsc1/C=N/N1CCN(C2c3ccccc3-c3ccccc32)CC1	i	i	-2.8
Cc1ccc(CNC(=O)C2COc3ccccc3O2)cc1 (stereo not given)	i	i	-0.74
Cc1[nH]n2c(=O)c3c(nc2c1-c1cccc2ccccc12)CCC3	i	i	-1.1
O=C1c2ccccc2NC2(CCCC2)N1N=C1CCCC1	i	i	-0.94
Cc1ccc(SCCSc2ncccn2)cc1	i	i	-0.18
